Source: PubChem
EPAC2 antagonist: antagonists of human EPAC2; AID 720708; Q8WZA2; EPAC2 GEF exchange of Rap1B-BODIPY-GDP, fluorescence; 0.18% of 360,000 active; Potency, µM (titrated, usually from 114 µM), for the others: top-dose activity, negative = inhibition, usual class: inhibitors; note: potency is the fitted concentration of half-maximal effect; % is set by controls: 0 for no effect and ±100 for the full control effect; nearly all actives have a fitted effect of over 45% in size; many of its hits are not listed in these tables
Target sequence (Q8WZA2 whole entry, looked up): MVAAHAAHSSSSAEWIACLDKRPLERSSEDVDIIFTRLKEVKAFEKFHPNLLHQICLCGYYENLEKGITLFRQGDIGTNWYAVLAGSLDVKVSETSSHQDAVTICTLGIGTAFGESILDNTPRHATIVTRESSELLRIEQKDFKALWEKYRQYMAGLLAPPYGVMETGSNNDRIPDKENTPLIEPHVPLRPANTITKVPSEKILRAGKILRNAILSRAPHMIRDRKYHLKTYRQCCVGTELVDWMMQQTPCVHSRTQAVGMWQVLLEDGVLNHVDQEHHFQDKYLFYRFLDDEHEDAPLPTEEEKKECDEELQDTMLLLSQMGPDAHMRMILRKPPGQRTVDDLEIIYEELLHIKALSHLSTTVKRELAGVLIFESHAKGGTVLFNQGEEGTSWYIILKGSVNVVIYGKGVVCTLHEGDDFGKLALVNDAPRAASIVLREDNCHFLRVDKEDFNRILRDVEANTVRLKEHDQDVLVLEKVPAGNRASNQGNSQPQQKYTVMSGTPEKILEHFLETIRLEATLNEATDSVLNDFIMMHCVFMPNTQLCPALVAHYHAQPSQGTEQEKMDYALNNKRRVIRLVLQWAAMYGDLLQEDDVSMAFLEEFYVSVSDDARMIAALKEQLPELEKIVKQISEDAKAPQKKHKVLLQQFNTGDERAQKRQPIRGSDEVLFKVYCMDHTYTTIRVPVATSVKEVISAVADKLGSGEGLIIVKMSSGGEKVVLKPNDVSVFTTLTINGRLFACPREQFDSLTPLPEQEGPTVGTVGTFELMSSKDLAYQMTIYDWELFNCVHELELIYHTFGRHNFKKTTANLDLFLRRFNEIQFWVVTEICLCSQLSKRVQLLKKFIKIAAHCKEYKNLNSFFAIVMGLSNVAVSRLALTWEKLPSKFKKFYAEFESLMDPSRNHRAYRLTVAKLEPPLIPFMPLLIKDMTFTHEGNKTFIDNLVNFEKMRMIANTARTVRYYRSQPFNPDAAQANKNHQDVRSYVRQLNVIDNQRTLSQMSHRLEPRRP
CCT modulator: cytosolic chaperonin activity modulation | purified chaperonin ATPase assay, HTRF ADP detection, 30 min | activity change, % (concentration not given with the values), hits read low | 0.3% of 360,000 active; in the data active = activity change below about -30%; note: % is set by controls: 0 for no effect and ±100 for the full control effect
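ATPase activity: ADP formed was measured by HTRF Transcreener (665/615 nm ratio) after 30 min at 37 deg C with 10 uM ATP. Compounds screened at one 76 uM concentration against 40 or 20 nM TRiC in Tris pH 7.4/KCl/MgCl2/DTT buffer.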
A549 tox: A549 cytotoxicity, counter-screen for Nrf2 inhibitors; 0.16% of 390,000 active; Potency, µM (titrated, usually from 46 µM), without a hit: top-dose activity change, negative = cytotoxicity, actives largely listed as inhibitors; A549 ARE-Fluc cells, CellTiter-Fluor viability, 18-24 h; note: potency is the fitted concentration of half-maximal effect; % is set by controls: 0 for no effect and ±100 for the full control effect
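Cytotoxicity counterscreen: CellTiter-Fluor fluorescence was measured in A549 ARE_Fluc cells after 18-24 h of compound exposure in a concentration series. The subsequent BugLite luminescent read reports ARE-luciferase activity.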
Mm-Cpn inhibitor: blocks the Methanococcus maripaludis chaperonin Mm-Cpn; 0.031% of 330,000 active; purified Mm-Cpn ATPase, ADP Transcreener TR-FRET; Potency, µM (titrated, usually from 76.9 µM), inactives show top-dose activity, negative = inhibition, usual class: inhibitors; note: potency is the fitted concentration of half-maximal effect; % is set by controls: 0 for no effect and ±100 for the full control effect; nearly all actives have a fitted effect of over 80% in size
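ATPase read-out: TR-FRET ADP immunoassay (anti-ADP Eu cryptate vs ADP-d2), ex 320 nm, em 590/665 nm; signal drops as ADP forms. Enzyme 25 nM, ATP 10 uM, 30 min at 37°C after 10 min compound preincubation.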
Nrf2 block: Nrf2 pathway inhibition; Potency, µM (top dose mostly 46 µM), inactives show top-dose activity change, negative = inhibition, hits mostly inhibitors; A549 ARE-Fluc reporter, luciferase luminescence, 18-24 h; AID 504444; 2.1% of 360,000 active; note: potency is the fitted concentration of half-maximal effect; % is set by controls: 0 for no effect and ±100 for the full control effect; nearly all actives have a fitted effect of over 60% in size
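Nrf2 function is reported as luminescence of an ARE-controlled luciferase in A549 cells. Compounds were tested at several concentrations, and a CellTiter-Fluor read on the same wells flagged cytotoxicity.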
pAkt inh: Akt phosphorylation inhibition. AID 651550. Neuro2A IGF-stimulated pAkt S473 HTRF, 20 min; active compounds read low. 0.32% of 360,000 active. activity change, % for hits at 50 µM; in the data active = activity change below about -80%; inconclusive = mostly about -51% to -80%; note: % is set by controls: 0 for no effect and ±100 for the full control effect
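Neuro2A cells in DMEM with 0.5% FBS, overnight at 37 deg C, given compound at single 50 µM final, then IGF (6 nM final) for 20 min at 37 deg C. Lysed; phospho-Akt Ser473 by HTRF after 24 h, 665/615 ratio.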
TGFb inhibitor: blocks TGF-b signaling. HepG2 CAGA-GFP TGF-b/SMAD3 reporter, GFP fluorescence, 18 h; TGF-beta stimulated, 500 pg/mL final. Potency, µM (highest dose often 46.1 µM), without a hit: at the highest dose activity, negative = inhibition, most hits filed as inhibitors. 1.2% of 410,000 active. AID 588855; note: potency is the fitted concentration of half-maximal effect; % is set by controls: 0 for no effect and ±100 for the full control effect; nearly all actives have a fitted effect of over 65% in size
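Inhibition of TGF-beta-driven CAGA-GFP reporter expression in HEPG2 cells is measured by cellular GFP fluorescence after 18 h stimulation with 500 pg/mL recombinant TGF-beta in 1% FBS medium at 37 degrees C.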
Nrf2 activator: activators of Nrf2 (ARE) signaling; AREc32 ARE-luciferase reporter (MCF7-derived line), luminescence, 24 h; Potency, µM (highest dose often 46.1 µM), for inactives: at the highest dose activation, hits mostly activators; 0.31% of 410,000 active; AID 624171; note: potency is the fitted concentration of half-maximal effect; % of control where 0% means no effect; nearly all actives have a fitted effect of over 65% in size
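For detection, Steady-Glo was added and plates sat 30 min at RT; before that, AREc32_Fluc cells grown overnight in OPTI-MEM/5% FBS had been treated with 23 nL compound for 24 hr at 37 deg C.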
EPAC2 agonist: activates human EPAC2 exchange factor | Q8WZA2 | EPAC2 activation, biochemical qHTS; response scale: 100% = 6.5 mM cAMP response | Potency, µM (doses to about 154 µM), without a hit: at the top dose activation, hits mostly activators | 0.079% of 360,000 active; note: potency is the fitted concentration of half-maximal effect; nearly all actives have a fitted effect of over 50% in size
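Readout is BODIPY fluorescence (480 nm excitation, 540 nm emission), which falls as labeled GDP is exchanged off Rap1B. EPAC2 at 100 nM acted on 250 nM RAP1B-BODIPY-GDP with 50 uM GDP present.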
* marks the source's active call; other numbers are inactive results; i = inactive; ? = inconclusive; / = not tested or not shown; [ ] = dose if it differs, or a comment. Unless noted, calls come from the whole dose curve; as a rule, active = well fitted curve in the direction sought with a large enough effect; inconclusive = small, poorly fitted or top-dose-only effect, or another doubt; inactive = no such curve, though single readings can be large; an effect the other way counts as inactive or inconclusive.

SMILES	EPAC2 antagonist	CCT modulator	A549 tox	Mm-Cpn inhibitor	Nrf2 block	pAkt inh	TGFb inhibitor	Nrf2 activator	EPAC2 agonist
CCN(Cc1ccc2c(c1)OCCO2)C(=O)CSc1nc(C)nc2sc(C)c(C)c12	-1%	-5.7	-4%	-13%	?	i	?	-0.2%	19%
CCc1nc2ccc(C(=O)Nc3cc(-c4ccccc4)ccc3OC)cn2c1N(C)Cc1ccc(OC)cc1	5%	-0.7	/	/	/	i	19%	6.2%	11%
COc1cc(/C=C2\C(=N)N3N=C(S(C)(=O)=O)SC3=NC2=O)ccc1OC(=O)c1cccs1	?	-1.4	2%	2%	?	/	39%[activator]	2.9%	-2%
CC(=O)Nc1c(N)c2ccccc2oc1=O	-3%	-0.2	-3%	1%	4%	i	1%	0.6%	1%
CCCc1nnc(SCC(=O)N2CCCCC2C)n1CCOC (stereo not given)	6%	2.2	6%	-4%	19%	i	8%	0.2%	-1%
Cc1ccc2oc(=O)c3cnn(CC(=O)N(CCC(C)C)Cc4ccco4)c3c2c1	-3%	-0.7	0%	-1%	4%	i	2%	-0.2%	-4%
Cc1ccc2c(CNC3CCC(C)CC3)c(C(=O)O)n(Cc3cccc(F)c3)c2c1 (stereo not given)	/	/	-19%	/	-24%	/	-8%	-0.5%	/
CC1CCC2(CC1)NC(=O)N(CC(=O)Nc1ccc3[nH]c(=O)[nH]c3c1)C2=O (stereo not given)	2%	-1.4	6%	0%	6%	i	-15%	-0.6%	4%
O=C(NCc1cc([N+](=O)[O-])ccc1O)c1cccnc1Sc1ccccc1	-3%	-3.2	-9%	1%	11%	i	-1%	-0.5%	4%
O=C(Cc1csc(N2CCOCC2)n1)N/N=C/c1cccc(O)c1	2%	-3.5	-3%	-1%	/	/	10%	-0.8%	-5%
O=C(Cn1cc(C(F)(F)F)ccc1=O)N/N=C/c1ccccc1O	11%	-0.8	1%	1%	0%	i	-24%	-1.6%	4%
Brc1cccc(OCCN2CCOCC2)c1	5%	-1.3	5%	-1%	5%	i	-1%	0.8%	8%
Cc1ccc(C(=O)Nc2cc(C(F)(F)F)ccc2-n2cncn2)o1	3%	-1.6	1%	-1%	6%	i	13%	4.2%	-2%
Nc1ccc(C=Cc2ccc(N)cc2)cc1	-7%	0.9	/	/	/	/	15%	3.1%	3%
COC(=O)c1[nH]c2cccc(OC)c2c1NC(=O)CN1CCN(c2cccc(OC)c2)C(C)C1 (stereo not given)	-6%[57.1 µM]	1.7	-10%	1%	-13%	i	-29%	2.4%	-20%
COc1cccc(CNC(=O)CCS(=O)(=O)c2ccc3c(c2)NC(=O)C(C)S3)c1 (stereo not given)	6%	-2.6	-2%	-4%	?	i	-3%	0.0%	5%
Cc1nc(Cl)c(Cl)n1CCOc1ccccc1	-10%	1.2	5%	-1%	10%	i	0%	0.8%	7%
C#CCNC(=O)C1=C[C@@H](c2coc3ccccc3c2=O)C[C@@H](OCCCCO)O1	0%	0.9	9%	/	12%	i	1%	0.4%	3%
NC(=O)c1cnn2c1NC(c1ccc(F)cc1)CC2C(F)(F)F (stereo not given)	-6%	0.5	0%	0%	-21%	-111%*	-8%	0.3%	5%
CCOC(=O)C1CCN(C2=C(NS(=O)(=O)c3ccc(Cl)cc3)C(=O)c3ccccc3C2=O)CC1	-23%	-0.6	1%	-2%	?	i	?	0.2%	11%
CCN(CC)Cc1nc2sc(C)c(C)c2c(=O)[nH]1	3%	-0.2	0%	-1%	5%	i	-2%	-0.1%	6%
CC(=O)c1sc(Nc2ccc3c(c2)OCO3)nc1C	-8%	0.2	/	/	/	i	-3%	13%	3%
COc1ccc(/C=C/C(=O)OCn2c(SC)nnc(C)c2=O)cc1OC	3%	-0.4	13%	0%	2%	i	-2%	1.8%	10%
Fc1ccccc1-c1nnc2ccc3ccccc3n12	-4%	-5.6	-13%	-2%	9%	i	9%	-0.2%	3%
C/C(=N\Nc1ccc([N+](=O)[O-])cc1)c1ccc(N2CCOCC2)cc1	-7%	0.2	-5%	1%	-6%	i	9%	1.8%	-8%
CC(=O)Nc1c(-c2cc(=O)oc3cc(C)ccc23)oc2ccccc12	-7%	-3.1	-18%	4%	-6%	i	-5%	-0.5%	-1%
CCOC(=O)C1CCCN(C(=O)c2ccc(OC)c([N+](=O)[O-])c2)C1 (stereo not given)	-10%	0.7	18%	-1%	6%	i	0%	3.0%	8%
CCn1cc(C(=O)OCC(=O)c2cc(C)n(-c3cccc(C(F)(F)F)c3)c2C)c(=O)c2ccc(C)nc21	-8%	-1.8	-1%	2%	?	i	-21%	10%	-19%
CCc1nc2c(OCC(N)=O)cccn2c1N(C)C(=O)c1ccc(OC)cc1	-1%	-1.0	/	/	/	i	1%	0.1%	16%
COCCN(C(=O)COC(=O)CSc1ccc(Cl)cc1)c1c(N)n(Cc2ccccc2)c(=O)[nH]c1=O	-4%	-1.5	-2%	-2%	0%	i	15%	0.4%	-13%
O=C(COC(=O)c1ccc(O)cc1O)NC1CCS(=O)(=O)C1 (stereo not given)	4%	-0.8	-6%	-2%	0%	i	0%	-0.8%	10%
O=C(NCc1n[nH]c(=O)c2ccccc12)C1CC(=O)N(c2ccccc2)C1 (stereo not given)	-2%	0.4	0%	0%	-8%	i	1%	0.8%	0%
CCOC(=O)c1c(C)[nH]c(C)c1S(=O)(=O)N(C)CC(=O)N1CCN(c2ccc(OC)cc2)CC1	-1%	0.4	1%	0%	4%	i	15%	0.2%	6%
O=C(Cc1c[nH]c2ccccc12)N1CCN(S(=O)(=O)c2ccc(Cl)cc2)CC1	-7%	-1.3	1%	0%	6%	i	3%	-0.1%	8%
CC(=O)c1ccc(N2CCN(C(=O)C3CCN(S(=O)(=O)c4cccs4)CC3)CC2)cc1	-3%	0.6	-3%	-14%	?	i	0%	3.3%	4%
CCN1C=C(Cc2ccccc2C)C2=C(C1)C(c1ccccc1C)C(C#N)=C(N)O2 (stereo not given)	-10%	-1.3	-5%	-1%	/	i	170%[activator]	?	11%
Cc1cccc(C2=NNC(=O)C(c3ccc(Cl)cc3)C2)c1 (stereo not given)	-23%	-1.4	2%	3%	?	i	1%	-0.4%	18%
Cc1ccc(CNC(=O)C2CCN(S(=O)(=O)Cc3ccccc3)CC2)cc1	/	/	-1%	/	3%	/	0%	-0.9%	/
O=C(Nc1cc(=O)[nH]c(=O)[nH]1)c1cccc(Br)c1	5%	0.2	7%	-4%	13%	i	-3%	-1.4%	17%
O=C(NCCCn1ccnc1)c1ccc(Cl)cc1[N+](=O)[O-]	8%	-1.3	-1%	0%	?	i	14%	0.6%	-1%
COc1ccc(CC(=O)Nc2nnc(-c3cccc([N+](=O)[O-])c3)s2)cc1	12%	-2.1	3%	-2%	-7%	i	?	1.4%	10%
O=C(CSc1nnc(CNC(=O)c2ccccc2)n1-c1cccc(Cl)c1)Nc1ccccc1F	/	/	8%	/	1%	/	?	1.0%	/
Nc1nc(SCC(=O)Nc2ccc(S(N)(=O)=O)cc2)n[nH]1	15%	-2.7	-10%	2%	15%	i	6%	0.3%	0%
Cc1ccc(/C=C/C(=O)NCc2ccncc2)cc1	13%	-0.8	11%	1%	15%	i	16%	0.0%	-1%
CCc1nnc(SCC(=O)Nc2ccccc2)n1CC1CCCO1 (stereo not given)	0%	-0.1	1%	-1%	5%	i	?	0.0%	4%

9 compounds out of the list, arranged by length of the SMILES, highest first.
SMILES	EPAC2 antagonist	CCT modulator	A549 tox	Mm-Cpn inhibitor	Nrf2 block	pAkt inh	TGFb inhibitor	Nrf2 activator	EPAC2 agonist
CC(=O)c1ccc(N2CCN(C(=O)C3CCN(S(=O)(=O)c4cccs4)CC3)CC2)cc1	-3%	0.6	-3%	-14%	?	i	0%	3.3%	4%
O=C(CSc1nnc(CNC(=O)c2ccccc2)n1-c1cccc(Cl)c1)Nc1ccccc1F	/	/	8%	/	1%	/	?	1.0%	/
O=C(Cc1c[nH]c2ccccc12)N1CCN(S(=O)(=O)c2ccc(Cl)cc2)CC1	-7%	-1.3	1%	0%	6%	i	3%	-0.1%	8%
Cc1ccc(CNC(=O)C2CCN(S(=O)(=O)Cc3ccccc3)CC2)cc1	/	/	-1%	/	3%	/	0%	-0.9%	/
Nc1nc(SCC(=O)Nc2ccc(S(N)(=O)=O)cc2)n[nH]1	15%	-2.7	-10%	2%	15%	i	6%	0.3%	0%
O=C(NCCCn1ccnc1)c1ccc(Cl)cc1[N+](=O)[O-]	8%	-1.3	-1%	0%	?	i	14%	0.6%	-1%
Cc1cccc(C2=NNC(=O)C(c3ccc(Cl)cc3)C2)c1 (stereo not given)	-23%	-1.4	2%	3%	?	i	1%	-0.4%	18%
CCc1nnc(SCC(=O)Nc2ccccc2)n1CC1CCCO1 (stereo not given)	0%	-0.1	1%	-1%	5%	i	?	0.0%	4%
Cc1ccc(/C=C/C(=O)NCc2ccncc2)cc1	13%	-0.8	11%	1%	15%	i	16%	0.0%	-1%

These rows are one share of the data; count on the stated rates, not on these rows.
